Source: PubChem BioAssay
core106 dimerization: inhibitors of HCV core protein dimerization, confirmation, biochemical, TR-FRET, triplicate (AID 2152) | inhibition, % at 5 µM | 2,300 compounds, 1% hits | TR-FRET GST-/Flag-core106 dimerization, HTRF; stronger effect = higher value;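 active = mean inhibition over three replicate wells above the hit threshold derived in the earlier primary screen, cut at about 45% in these data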;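 note: 0% = DMSO wells and 100% = unlabelled core106 competitor control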
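Material: GST- and Flag-tagged HCV core106 peptides, dimerization via antibody TR-FRET. Medium: HEPES/KF buffer, pH 7.45. Doses: one 5 µM dose, 0.5% DMSO. Times: 4 h incubation, 22.5 °C. Detection: TR-FRET, excitation 340 nm, emission 671 and 617 nm. Measure: percent inhibition from emission ratio. Controls: unlabelled core106 and DMSO wells.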
The depositor's hits bear a star. These rows are one share of the data; rates above refer to the full screens.

> Cc1ccnc(NS(=O)(=O)c2ccc(NC(=O)c3cc(-c4ccc(Br)cc4)nc4ccccc34)cc2)n1
  core106 dimerization: 20.0

> COc1cccc2cc(/C(C)=N/Nc3nc(-c4cc(C)ccc4C)cs3)c(=O)oc12
  core106 dimerization: 16.7

> CCOc1ccc(C(=O)OCC(=O)NCc2ccco2)cc1OCC
  core106 dimerization: -1.4

> CC(=O)c1ccc(NC(=O)Cc2cccs2)cc1
  core106 dimerization: 5.6

> N#CC1=C(N)SC(N)=C(C#N)C1CCc1ccccc1
  core106 dimerization: -1.8

> O=[N+]([O-])c1cccc(/C([O-])=C(/C(=S)Nc2ccccc2)[n+]2ccccc2)c1
  core106 dimerization: 1.5

> Cc1nc(C(=O)Nc2ccccc2Cl)cc2c1[nH]c1ccccc12
  core106 dimerization: -11.5

> O=C(OCc1cc(=O)n2c(n1)sc1ccccc12)c1cccc(O)c1
  core106 dimerization: 5.1

> Cc1cc(C(=O)CSc2nnnn2C)c(C)n1-c1ccc2c(c1)OCCO2
  core106 dimerization: -2.9

> CC(OC(=O)c1ccc(NC(=O)CC#N)cc1)C(=O)Nc1ccc(Oc2ccccc2)cc1 (stereo not given)
  core106 dimerization: -38.8

> O=C(CCC(=O)c1cccs1)Nc1ccc(N2CCCCC2)cc1
  core106 dimerization: 3.7

> COc1cccc(-n2c(C)cc(/C=C3\C(=N)N4N=C(CC(=O)N5CCOCC5)SC4=NC3=O)c2C)c1
  core106 dimerization: -3.0

> C/C=C\C=C\C(=O)Nc1cccc(C2=NOC3(C2)C[C@H](C(N)=O)N(C(=O)c2ccccc2C(=O)c2ccccc2)C3)c1 (stereo not given in full)
  core106 dimerization: 4.1

> COc1ccc2oc(C(=O)Nc3ccc(N4CCOCC4)cc3)c(C)c2c1
  core106 dimerization: 31.3

> c1ccc(-c2cc(-c3nn4c(-c5ccco5)nnc4s3)c3ccccc3n2)cc1
  core106 dimerization: 16.7

> CC(Sc1ncnc2ccccc12)C(=O)Nc1ccc2c(c1)OCO2 (stereo not given)
  core106 dimerization: 3.9

> O=C(Nc1ccc2c(c1)OCO2)c1n[nH]c(=O)c2ccccc12
  core106 dimerization: 3.5

> Cc1ccc(/C=C2\SC(N3CCN(C(c4ccccc4)c4ccccc4)CC3)=NC2=O)o1
  core106 dimerization: 10.7

> CCOC(=O)c1c(NC(=O)CSc2nnc(CNc3ccc(F)cc3)o2)sc(C(C)=O)c1C
  core106 dimerization: -2.9

> O=c1oc(-c2ccccc2Cl)nc2ccsc12
  core106 dimerization: 1.3

> COc1ccc(N(CC(=O)N/N=C/c2ccc(-c3ccc([N+](=O)[O-])cc3)o2)S(=O)(=O)c2ccc(C)cc2)cc1
  core106 dimerization: 0.0

> O=c1cc(Nc2ccc3c(c2)OCO3)[nH]c(=O)n1-c1ccc(Br)cc1
  core106 dimerization: -1.4

> COc1cc2oc3ccccc3c2cc1N(CC(=O)N1CCCCC1)S(=O)(=O)c1ccc(C)cc1
  core106 dimerization: -6.0

> Cc1cccc(N=C2NC(=O)/C(=C/C=C/c3ccco3)S2)c1C
  core106 dimerization: 20.3

> Cc1ccc2[nH]c(=O)c(CN(Cc3ccc4c(c3)OCO4)Cc3nnnn3Cc3ccco3)cc2c1
  core106 dimerization: -2.7

> Cc1ccc(-c2cc(-c3ccc(C)o3)nc(N)c2C#N)cc1
  core106 dimerization: 0.4

> Cc1ccc(C(=O)COC(=O)c2cccc(N3C(=O)c4c(C)nc5ccccc5c4C3=O)c2)cc1C
  core106 dimerization: 2.0

> Cc1ccc(NC(=O)c2cc(-c3ccco3)nc3ccccc23)cc1S(=O)(=O)N1CCOCC1
  core106 dimerization: 39.6

> CCn1c(SCC(=O)Nc2ccc3c(c2)c2ccccc2n3CC)nnc1-c1ccco1
  core106 dimerization: 33.2

> Cc1cccc(NC(=S)/N=C(\N)Nc2nc(C)c3ccc(C)cc3n2)c1
  core106 dimerization: 1.4

> CC(NC(=O)/C=C/c1ccco1)c1nc2ccccc2n1Cc1c(Cl)cccc1Cl (stereo not given)
  core106 dimerization: -4.5

> Cc1cccc(N2CCN(S(=O)(=O)c3ccc4c(c3)C(C)(C)C(=O)N4C)CC2)c1C
  core106 dimerization: 10.7

> Cc1ccc2nc(NCc3ccco3)c(C=NCc3ccco3)c(=O)n2c1
  core106 dimerization: -2.2

> Cc1cc(C)c2nc(NNC(=O)c3ccc(S(=O)(=O)N4CC(C)CC(C)C4)cc3)sc2c1 (stereo not given)
  core106 dimerization: -4.6

> Cc1ccc(-c2cc(C(=O)N3CCN(c4ncccn4)CC3)c3cc(Br)ccc3n2)o1
  core106 dimerization: 21.1

> O=C(Nc1cccc(C(F)(F)F)c1)c1ccc2nc(-c3ccco3)c(-c3ccco3)nc2c1
  core106 dimerization: 29.8

> NC(=S)N/N=C/c1ccc(-c2ccc([N+](=O)[O-])cc2)o1
  core106 dimerization: -13.6

> COc1ccccc1-n1c(=O)c(C#N)c(-c2ccc([N+](=O)[O-])cc2)c2cc(C(=O)c3cc(F)ccc3O)cnc21
  core106 dimerization: 17.7

> Cc1ccc2cc(C)c(SCC(=O)Nc3ccc(S(=O)(=O)N4CCCC4)cc3)nc2c1
  core106 dimerization: -3.2

> CC1(OC(=O)c2cccs2)C(=O)C=C2C=C3CCCN3C=C2C1=O (stereo not given)
  core106 dimerization: 12.5

> CCc1ccc(-c2csc(NC(=O)C3CC(=O)N(c4ccc5c(c4)OCCO5)C3)n2)cc1 (stereo not given)
  core106 dimerization: -3.6

> CC1(C)Cc2c(C#N)c(N3CCN(C(=O)c4ccco4)CC3)nc(-c3ccco3)c2CS1
  core106 dimerization: 32.2

> Cc1cc(NC(=O)c2ccc(N3CCCC3)c([N+](=O)[O-])c2)no1
  core106 dimerization: 1.0

> Cc1cc(C(=O)COC(=O)CC2Sc3ccccc3NC2=O)c(C)n1-c1ccc2c(c1)OCO2 (stereo not given)
  core106 dimerization: 0.5

> CO/C=C\C=C/c1nnn(-c2ccc(Cl)cc2)n1
  core106 dimerization: 2.5

> Cc1nn(-c2ccccc2)c(N2CCCC2)c1/C=N/NC(=O)c1cc2ccccc2cc1O
  core106 dimerization: 0.9

> Cc1nn(-c2ccccc2)c(C)c1/C=N/n1c(-c2ccc(Cl)cc2)n[nH]c1=S
  core106 dimerization: -10.8

> O=C(Nc1nccs1)c1cc(-c2ccco2)nc2ccccc12
  core106 dimerization: 30.3

> CCCc1nn2c(=O)c(C(c3cccc(Cl)c3)c3c(O)nc4sc(CCC)nn4c3=O)c(O)nc2s1
  core106 dimerization: 6.7

> O=C(CCCn1c(=S)[nH]c2cc3c(cc2c1=O)OCO3)N1CCN(c2ccc(Cl)cc2)CC1
  core106 dimerization: 15.1

> O=c1cc(-c2ccccc2Cl)c2c([nH]1)CCC2
  core106 dimerization: -2.2

> O=C(COC(=O)Cc1ccc(S(=O)(=O)N2CCCCC2)s1)Nc1ccc2c(c1)OCO2
  core106 dimerization: 4.6

> O=C(O)C/C(=C\c1ccc(N2CCOCC2)c([N+](=O)[O-])c1)c1nc2ccccc2s1
  core106 dimerization: 18.9

> O=C(Nc1ccccc1OC(F)F)c1cc2c(s1)CCC2
  core106 dimerization: -1.8

> COc1cc(C2C(C#N)=C(N)Oc3cc(C)oc(=O)c32)cc2c1OCO2 (stereo not given)
  core106 dimerization: 4.2

> COC(=O)c1c(NC(=O)COC(=O)c2ccc(NC(=O)CC#N)cc2)sc2c1CCCCC2
  core106 dimerization: 35.5

> O=C(c1cc(NC(=O)C23CC4CC(CC(C4)C2)C3)cc(NC(=O)C23CC4CC(CC(C4)C2)C3)c1)N1CCCCC1
  core106 dimerization: 4.5

> COc1cccc(/C=N/NC(=O)c2nc(-c3ccccc3)cc(-c3ccccc3)n2)c1O
  core106 dimerization: 2.2

> Cc1cccc(C)c1NC(=O)CN(C)C(=O)c1cccc(-n2cccc2)c1
  core106 dimerization: -0.4

> c1ccc(Cc2nnc3sc(-c4ccc5c(c4)OCCO5)nn23)cc1
  core106 dimerization: 4.8

> CC1=C(C#N)C(=O)N(C2CCS(=O)(=O)C2)C(=O)/C1=C\c1ccco1 (stereo not given)
  core106 dimerization: 56.2*

> O=C(Cn1c2ccccc2c(=O)c2ccccc21)N/N=C/c1ccc(N2CCCC2)c([N+](=O)[O-])c1
  core106 dimerization: 18.3

> Cc1cccc([C@@H]2[C@@H]3C(=O)N(Cc4ccccc4)C(=O)[C@@H]3[C@]3(Cc4ccc(Cl)cc4)C(=O)N(c4ccc(Br)cc4)C(=O)N23)c1
  core106 dimerization: 1.4

> O=C(CCCOc1ccc(Cl)cc1Cl)NNC(=O)c1ccc(NC(=O)c2ccccc2)cc1
  core106 dimerization: -8.7

> Cc1ccccc1Nc1cc2ccccc2c(=O)[nH]1
  core106 dimerization: -6.0

> COc1ccc(-c2cn3nc(SCC(=O)NC4CCCCC4)ccc3n2)cc1
  core106 dimerization: 26.8

> Cc1ccc2nc(SCC(=O)NCc3cccs3)c(C#N)cc2c1
  core106 dimerization: -8.1

> COc1cccc(C(=O)N=c2sc3cc(S(C)(=O)=O)ccc3n2C)c1
  core106 dimerization: -4.8

> O=C(c1ccccc1)c1ccc2nc(N3CCN(C(=O)c4ccco4)CC3)c3nncn3c2c1
  core106 dimerization: 15.8

> COc1ccc(-c2nn(-c3ccccc3)cc2/C=N/NC(=O)c2cccc(S(=O)(=O)Nc3ccccc3OC)c2)cc1
  core106 dimerization: -0.3

> COc1ccc(Nc2sc(C(=O)Nc3cccc(Cl)c3)c(N)c2C(=O)Nc2ccccc2OC)cc1
  core106 dimerization: 4.6

> COC(=O)c1ccc(-c2ccc(C(c3c(C)[nH][nH]c3=O)c3c(C)[nH][nH]c3=O)o2)cc1
  core106 dimerization: 6.2

> COc1ccc2c(c1)O[C@H](c1ccc3c(c1)OCO3)[C@@H](OC(=O)N[C@H]1CCCc3ccccc31)C2=O
  core106 dimerization: 1.5

> Cc1ccc2cc(C#N)c(N3CCCN(C(=O)C4CCCO4)CC3)nc2c1C (stereo not given)
  core106 dimerization: 12.6

> CCOC(=O)C1CCN(C(=O)Nc2ccc3nc(-c4ccco4)c(-c4ccco4)nc3c2)CC1
  core106 dimerization: 10.8

Another view of 3 compounds above:
| compound | core106 dimerization |
| --- | --- |
| COc1cccc(/C=N/NC(=O)c2nc(-c3ccccc3)cc(-c3ccccc3)n2)c1O | 2.2 |
| Cc1cccc(C)c1NC(=O)CN(C)C(=O)c1cccc(-n2cccc2)c1 | -0.4 |
| c1ccc(Cc2nnc3sc(-c4ccc5c(c4)OCCO5)nn23)cc1 | 4.8 |

3 of the entries above in order of their number in core106 dimerization, rising.
| Structure | core106 dimerization |
| --- | --- |
| Cc1ccc2nc(SCC(=O)NCc3cccs3)c(C#N)cc2c1 | -8.1 |
| COc1cccc(C(=O)N=c2sc3cc(S(C)(=O)=O)ccc3n2C)c1 | -4.8 |
| O=C(c1ccccc1)c1ccc2nc(N3CCN(C(=O)c4ccco4)CC3)c3nncn3c2c1 | 15.8 |

Back to the main list, starting four compounds before the break.
> COC(=O)c1ccc(-c2ccc(C(c3c(C)[nH][nH]c3=O)c3c(C)[nH][nH]c3=O)o2)cc1
  core106 dimerization: 6.2

> COc1ccc2c(c1)O[C@H](c1ccc3c(c1)OCO3)[C@@H](OC(=O)N[C@H]1CCCc3ccccc31)C2=O
  core106 dimerization: 1.5

> Cc1ccc2cc(C#N)c(N3CCCN(C(=O)C4CCCO4)CC3)nc2c1C (stereo not given)
  core106 dimerization: 12.6

> CCOC(=O)C1CCN(C(=O)Nc2ccc3nc(-c4ccco4)c(-c4ccco4)nc3c2)CC1
  core106 dimerization: 10.8

> CC(=O)c1ccc(S(=O)(=O)Nc2ccc(-c3ccc4nnc(C)n4n3)cc2)cc1
  core106 dimerization: 3.0

> Cc1cccc(N2CC(C(=O)Nc3nnc(SCC(=O)Nc4nccs4)s3)CC2=O)c1 (stereo not given)
  core106 dimerization: 12.1

> CCOc1cc(/C=N\Nc2ccc([N+](=O)[O-])cc2)ccc1OCC(=O)Nc1ccc(C)c(C)c1
  core106 dimerization: -10.9

> O=C(COc1ccc(/C=N/NC(=O)c2ccc(O)cc2)cc1)Nc1ccc([N+](=O)[O-])cc1
  core106 dimerization: 4.8

> O=C1N[C@@H](Cc2ccccc2)C(=O)N2[C@H]3Nc4ccccc4[C@@]3([C@]34C[C@H]5C(=O)N[C@@H](Cc6ccccc6)C(=O)N5[C@H]3Nc3ccccc34)C[C@@H]12
  core106 dimerization: 7.6

> COc1ccc(-c2nn(C)c3sc(C(=O)NCc4ccco4)cc23)cc1OC
  core106 dimerization: 5.0

> O=C(NCC(=O)N1CCN(c2ccccc2O)CC1)c1ccc2c(c1)OCO2
  core106 dimerization: -4.9

> Cc1cc(C)n2nc3nc(N4CCCC4)nc(-c4ccccc4)c3c2n1
  core106 dimerization: 0.7

> CCOC(=O)c1[nH]c2c(c1C)C(=O)CC(c1ccco1)C2 (stereo not given)
  core106 dimerization: -3.7

> O=C(COC(=O)c1ccccn1)c1ccc([N+](=O)[O-])cc1
  core106 dimerization: 2.6

> CC1CCCC2(C1)NC(=S)c1c(sc3c1CCCC3)N2 (stereo not given)
  core106 dimerization: 5.8

> Cc1ccc(Cn2c(C)nc3c(c2=O)c2nc4ccccc4nc2n3Cc2ccco2)cc1
  core106 dimerization: 14.6

> CCOC(=O)C1=C(CSc2nc3c(cc2C#N)CN(C)CC3)OC(N)=C(C#N)C1c1ccccc1 (stereo not given)
  core106 dimerization: 0.8

> CN(/N=C/c1ccc(-c2ccc([N+](=O)[O-])cc2)o1)c1ccccc1
  core106 dimerization: -14.4

> O=C(c1nc2ccc(Cl)cn2c1CN1CCC(O)CC1)N1CCc2ccccc2C1
  core106 dimerization: -6.2

> Cc1ccc(/C([O-])=C(/C(=S)NCc2ccco2)[n+]2ccccc2)cc1
  core106 dimerization: -7.7

> COc1cc2c(cc1NC(=O)CC1SC(N3CCCC3)=NC1=O)oc1ccccc12 (stereo not given)
  core106 dimerization: 3.1
